LMNA splice mod: LMNA splicing modulation; AID 1487; Potency, µM (highest dose often 46.1 µM), for inactives: at the highest dose ratio change, negative = inhibition, hits mostly inhibitors; HeLa LMNA splicing GFP/RFP minigene ratio, 48 h; 200,000 tested, 0.01% active; active = well fitted inhibition curve with a large enough effect in the signal ratio, with a control signal flat, not every such curve was filed as active; inconclusive = small, poorly fitted or top-dose-only effect, or effect the other way, or a change in a side signal; the % refers to the signal ratio; also: potency is read from the fitted curve at half-maximal effect; % is scaled to controls: 0 for no effect and ±100 for the full control effect
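S3 HeLa stable clones carrying a lamin A-EGFP splicing minigene plus DsRed2 were seeded at 600 cells/well in Opti-MEM with 2% FBS, pin-dosed and incubated 48 h at 37°C. Acumen cytometry (488 nm) gave the GFP/RFP total-intensity ratio.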
Luc counter: blocks Kinase-Glo luciferase, a counter-screen artifact | Q27757 | Kinase-Glo luciferase, ATP luminescence, 8 min | Potency, µM (series often up to 38.3 µM), for the others: at the highest dose activity change, negative = inhibition, actives largely listed as inhibitors | 200,000 tested, 0.28% active | AID 1379; also: potency is read from the fitted curve at half-maximal effect; % is scaled to controls: 0 for no effect and ±100 for the full control effect; nearly all actives have a fitted effect of over 60% in size
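Substrate mix (final 50 mM imidazole pH 7.2, 50 mM KCl, 7 mM MgCl2, 10 uM ATP, 0.01% Tween 20, 0.05% BSA) plus pin-tool compound, then Kinase-Glo detection mix; 8 min ambient, luminescence read.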
IMPase Li cell: membrane-permeable IMPase blocker, potentiated with lithium; CHO-M1 cells, IP1 TR-FRET (IP-One), carbachol + lithium; Potency, µM (top dose mostly 59.4 µM), for inactives: at the highest dose activity, negative = IMPase inhibition, hits mostly inhibitors; 210,000 tested, 0.35% active;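 also: IP1 builds up when IMPase is blocked and the TR-FRET signal falls; potency is read from the fitted curve at half-maximal effect; plate controls were basal vehicle for no effect and high inhibitor control for full effect; nearly all actives have a fitted effect of over 50% in size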
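Test compounds were applied to CHO-M1 cells previously cultured for 16–30 h at 2000 per well. A small lithium amount accompanied them; after 30 min at 37C, IP1 was quantified by TR-FRET.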
Epigenetic reg: regulators of epigenetic silencing causing reporter derepression in mouse cells; AID 1865; Potency, µM (top dose mostly 53.9 µM), for the others: top-dose GFP activation, actives largely listed as activators; murine LDR cells, GFP reporter derepression, 30 h; 280,000 tested, 0.2% active; also: potency is read from the fitted curve at half-maximal effect; % of control where 0% means no effect; nearly all actives have a fitted effect of over 60% in size
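Murine LDR cells carrying a silenced, genomically integrated CMV-driven GFP reporter were exposed to compound for 30 hours at 37 C. After PBS washes, GFP-positive cells (20–120 um objects) were counted by laser-scanning microplate cytometry.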
CBFb-RUNX1 inh: blocks binding between human CBF-beta and RUNX1 | Q01196+Q13951 | AlphaScreen CBFb-His/RUNX1-biotin binding, biochemical | Potency, µM (series often up to 59.8 µM), for inactives: at the highest dose activity, negative = inhibition, most hits filed as inhibitors | 230,000 tested, under 10 active; also: % of control where 0% means no effect
Target sequence (Q01196 whole entry, looked up): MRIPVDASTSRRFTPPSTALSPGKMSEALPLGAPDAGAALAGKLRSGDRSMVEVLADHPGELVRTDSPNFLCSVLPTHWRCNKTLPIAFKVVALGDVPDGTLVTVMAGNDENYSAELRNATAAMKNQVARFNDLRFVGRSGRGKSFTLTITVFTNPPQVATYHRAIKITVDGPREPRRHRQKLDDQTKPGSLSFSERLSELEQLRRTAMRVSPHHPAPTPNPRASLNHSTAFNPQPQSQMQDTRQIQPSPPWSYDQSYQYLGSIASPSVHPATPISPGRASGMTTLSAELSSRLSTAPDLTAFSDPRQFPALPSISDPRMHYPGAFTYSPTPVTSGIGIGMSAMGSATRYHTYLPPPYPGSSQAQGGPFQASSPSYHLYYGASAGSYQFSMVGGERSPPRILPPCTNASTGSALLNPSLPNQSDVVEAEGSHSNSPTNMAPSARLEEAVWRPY
Target sequence (Q13951 whole entry, looked up): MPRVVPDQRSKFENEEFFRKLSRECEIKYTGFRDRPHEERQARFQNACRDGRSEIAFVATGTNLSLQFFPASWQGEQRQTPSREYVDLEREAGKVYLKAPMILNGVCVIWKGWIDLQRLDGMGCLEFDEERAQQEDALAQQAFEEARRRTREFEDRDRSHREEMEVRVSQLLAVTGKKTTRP
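AlphaScreen binding: CBFb-His and RUNX1-biotin (30 nM each) preincubated 20 min, compound added for 15 min, then nickel and streptavidin beads for 90 min, all at room temperature. Disruption of the interaction by any mechanism counts as activity.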
HttQ103 aggreg: reduces HttQ103-GFP aggregates in PC12 cells. PC12 HttQ103-GFP aggregates, Acumen cytometry, 40 h. Potency, µM (highest dose often 46.1 µM), inactives show top-dose activity change, negative = inhibition, hits mostly inhibitors. 220,000 tested, 1.1% active. AID 1688; also: potency is read from the fitted curve at half-maximal effect; % is scaled to controls: 0 for no effect and ±100 for the full control effect; nearly all actives have a fitted effect of over 60% in size
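Compounds (qHTS titration) were added to PC12 cells expressing an ecdysone-driven HTT exon 1 Q103–GFP fusion after induction with 100 nM tebufenozide. Aggregate formation was measured as GFP objects in cell lysates.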
NPSR antagonist: blocks cAMP signaling of the human neuropeptide S receptor; AID 1461; CHO-NPSR cells, cAMP TR-FRET, antagonist mode; Potency, µM (doses to about 38.3 µM), without a hit: at the top dose activity change, negative = inhibition, hits mostly inhibitors; Q6W5P4; 220,000 tested, 1% active; also: potency is read from the fitted curve at half-maximal effect; % is scaled to controls: 0 for no effect and ±100 for the full control effect; nearly all actives have a fitted effect of over 50% in size; many of its hits are not listed in these tables
Target sequence (Q6W5P4 whole entry, looked up): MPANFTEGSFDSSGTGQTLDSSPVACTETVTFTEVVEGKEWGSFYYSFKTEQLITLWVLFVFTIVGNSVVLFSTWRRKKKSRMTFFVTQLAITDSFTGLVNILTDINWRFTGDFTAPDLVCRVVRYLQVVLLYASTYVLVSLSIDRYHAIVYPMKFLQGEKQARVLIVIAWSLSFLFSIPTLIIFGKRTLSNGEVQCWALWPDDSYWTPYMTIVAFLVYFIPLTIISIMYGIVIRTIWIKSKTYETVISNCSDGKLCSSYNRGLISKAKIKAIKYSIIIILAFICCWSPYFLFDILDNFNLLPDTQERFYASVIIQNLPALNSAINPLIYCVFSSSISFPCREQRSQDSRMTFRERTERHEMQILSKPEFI
The depositor's hits bear a star; [ ] = another dose, or the depositor's remark. Unless noted, calls follow the shape of the dose curve; as a rule, active = well fitted curve in the direction sought with a large enough effect; inconclusive = small, poorly fitted or top-dose-only effect, or another doubt; inactive = no such curve, though single readings can be large; an effect the other way counts as inactive or inconclusive. These rows are one share of the data, so the mix of outcomes need not match the whole.

How did N#CCc1cnc2ccccc2n1 do in these assays?
Epigenetic reg: 0.1%; CBFb-RUNX1 inh: -4%; HttQ103 aggreg: -19%[9.22 µM]; NPSR antagonist: 2%

How did CCC(NC(=O)N(Cc1ccccc1)Cc1ccc2c(c1)OCO2)(C(F)(F)F)C(F)(F)F do in these assays?
LMNA splice mod: -10%; Luc counter: 1%; IMPase Li cell: 13%; Epigenetic reg: -0.9%; CBFb-RUNX1 inh: 22%; HttQ103 aggreg: -3%; NPSR antagonist: inconclusive

What do the screens show for `CCNC(=O)CN(c1ccc(CC)cc1)S(C)(=O)=O`?
LMNA splice mod: -9%; Luc counter: -1%; IMPase Li cell: -2%[38.3 µM]; Epigenetic reg: 0.0%; CBFb-RUNX1 inh: -4%; HttQ103 aggreg: -3%; NPSR antagonist: -1%[46.1 µM]

What do the screens show for `COc1ccc(C(=O)NCc2nnc(SCC(=O)Nc3nnc(C)s3)o2)cc1`?
Luc counter: 1%; IMPase Li cell: -11%; Epigenetic reg: -3.1%; CBFb-RUNX1 inh: 14%; HttQ103 aggreg: 7%[9.22 µM]; NPSR antagonist: 2%

How did O=C(Nc1ccccc1)c1cccc(Cn2cc(C(F)(F)F)ccc2=O)c1 do in these assays?
Epigenetic reg: -0.3%; CBFb-RUNX1 inh: -5%; HttQ103 aggreg: -1%[9.22 µM]; NPSR antagonist: 15%

What do the screens show for `CC1(c2ccccc2)NC(=O)N(CC(=O)NC(=O)NCc2ccco2)C1=O` (configuration not stated)?
LMNA splice mod: inconclusive; Luc counter: 1%; IMPase Li cell: 1%[38.3 µM]; Epigenetic reg: 5.6%; CBFb-RUNX1 inh: -8%; HttQ103 aggreg: 0%; NPSR antagonist: -1%[46.1 µM]

What do the screens show for `COc1ccc(NC(=O)/C=C/c2ccc(Cl)cc2)cc1`?
LMNA splice mod: inconclusive; Luc counter: inconclusive; IMPase Li cell: 8%; Epigenetic reg: -0.2%; CBFb-RUNX1 inh: inconclusive; NPSR antagonist: inconclusive

How did CC(C)[C@H]1C=C(C(=O)O)O[C@@H](OCc2ccc(CO)cc2)C1 do in these assays?
Epigenetic reg: 1.4%; CBFb-RUNX1 inh: 14%; HttQ103 aggreg: -12%[9.22 µM]; NPSR antagonist: 23%

What do the screens show for `CCOC(=O)C1=C(C)NC2=C(C(=O)CCC2)C1c1cc(OC)ccc1OC` (configuration not stated)?
LMNA splice mod: 9%; Luc counter: -3%; IMPase Li cell: 17%[38.3 µM]; Epigenetic reg: 4.8%; CBFb-RUNX1 inh: 13%; HttQ103 aggreg: -4%; NPSR antagonist: -8%[46.1 µM]

Results for CCN(CC)S(=O)(=O)c1cc(NC(=O)Cn2ncc(Cl)c(Cl)c2=O)ccc1C ?
Epigenetic reg: -2.3%; CBFb-RUNX1 inh: inconclusive; HttQ103 aggreg: 9%[9.22 µM]; NPSR antagonist: inconclusive

What do the screens show for `O=C(CSc1ncn[nH]1)N1CCOCC1`?
LMNA splice mod: inconclusive; Luc counter: 0%; IMPase Li cell: 6%; Epigenetic reg: -0.2%; CBFb-RUNX1 inh: 5%; HttQ103 aggreg: 22%[9.22 µM]; NPSR antagonist: 8%

Results for COc1ccc(N2CCN(C(C)C(=O)Nc3nnc(C)s3)CC2)cc1 (configuration not stated) ?
LMNA splice mod: -8%[46 µM]; Luc counter: 4%; IMPase Li cell: -2%; Epigenetic reg: 1.6%; CBFb-RUNX1 inh: 7%; HttQ103 aggreg: -16%[9.22 µM]; NPSR antagonist: -3%

Results for CCn1nc(C)c(C2C(C#N)=C(N)OC3=C2C(=O)CC(C)(C)C3)c1C (configuration not stated) ?
LMNA splice mod: -1%; Luc counter: -3%; IMPase Li cell: 2%; Epigenetic reg: -1.1%; CBFb-RUNX1 inh: 8%; HttQ103 aggreg: -3%; NPSR antagonist: 4%

What do the screens show for `CN1CCN(C(=S)C(=O)Nc2ccc(Br)cc2)CC1`?
LMNA splice mod: inconclusive; Luc counter: 2%; IMPase Li cell: -3%; Epigenetic reg: -0.9%; CBFb-RUNX1 inh: -9%; HttQ103 aggreg: 26%; NPSR antagonist: 14%

What do the screens show for `CC(C)NS(=O)(=O)c1ccc2c(c1)oc(=O)n2C`?
LMNA splice mod: -2%; Luc counter: -1%; IMPase Li cell: 5%; Epigenetic reg: -1.0%; CBFb-RUNX1 inh: -4%; HttQ103 aggreg: 13%; NPSR antagonist: 17%[46.1 µM]

What do the screens show for `c1cnc2c(OCc3nc4ccccc4[nH]3)cccc2c1`?
LMNA splice mod: 21%; Luc counter: -9%; IMPase Li cell: 2%[38.3 µM]; Epigenetic reg: -0.8%; CBFb-RUNX1 inh: 6%; HttQ103 aggreg: 3%; NPSR antagonist: -11%[46.1 µM]

What do the screens show for `C=CCc1ccccc1OCCCCN1CCCC1`?
LMNA splice mod: -8%; Luc counter: 5%; IMPase Li cell: 25%[38.3 µM]; Epigenetic reg: -1.0%; CBFb-RUNX1 inh: 14%; HttQ103 aggreg: -21%; NPSR antagonist: 13%[46.1 µM]

What do the screens show for `CCCc1ccc(C(=O)NNc2ccc(F)cc2)cc1`?
LMNA splice mod: inconclusive; Epigenetic reg: 1.1%; CBFb-RUNX1 inh: 8%; HttQ103 aggreg: 23%[9.22 µM]; NPSR antagonist: 6%

What do the screens show for `Cc1csc(N(C(=O)Cc2ccccc2F)c2ccccc2)n1`?
LMNA splice mod: -6%; Luc counter: 0%; IMPase Li cell: 5%; Epigenetic reg: 0.0%; CBFb-RUNX1 inh: 6%; HttQ103 aggreg: -5%; NPSR antagonist: -16%

What do the screens show for `COc1cccc(/C=C/c2ccccn2)c1O`?
Epigenetic reg: -2.4%; CBFb-RUNX1 inh: 3%; HttQ103 aggreg: -2%[9.22 µM]; NPSR antagonist: -2%

Results for Cc1ccc(Nc2nc(C)cc(C)n2)c(Br)c1 ?
LMNA splice mod: 0%; Luc counter: 1%; IMPase Li cell: -7%[38.3 µM]; Epigenetic reg: 0.0%; CBFb-RUNX1 inh: 8%; HttQ103 aggreg: 14%; NPSR antagonist: 0%[46.1 µM]

How did CCn1cc(Br)c(C(=O)Nc2nccs2)n1 do in these assays?
LMNA splice mod: 15%[46 µM]; Luc counter: -2%; IMPase Li cell: -4%; Epigenetic reg: -1.3%; CBFb-RUNX1 inh: 2%; HttQ103 aggreg: -10%[9.22 µM]; NPSR antagonist: 7%

How did O=C(Nc1cccc(-n2cnnn2)c1)c1ccco1 do in these assays?
LMNA splice mod: 5%; Luc counter: 1%; IMPase Li cell: -4%[38.3 µM]; Epigenetic reg: -1.0%; CBFb-RUNX1 inh: 13%; HttQ103 aggreg: 8%; NPSR antagonist: 9%[46.1 µM]

What do the screens show for `CCN(CC)CCOC(=O)C1(c2ccccc2)CCOCC1`?
LMNA splice mod: -5%; Luc counter: -4%; IMPase Li cell: 18%[38.3 µM]; Epigenetic reg: 0.6%; CBFb-RUNX1 inh: 1%; HttQ103 aggreg: -16%; NPSR antagonist: 5%[7.67 µM]

How did CCN(CC)S(=O)(=O)c1ccc(NC(=O)CSc2ncnc3ccccc23)cc1 do in these assays?
LMNA splice mod: inconclusive; Luc counter: 1%; IMPase Li cell: -13%; Epigenetic reg: 0.0%; CBFb-RUNX1 inh: 19%; HttQ103 aggreg: 16%; NPSR antagonist: -21%

Results for O=C(O)/C=C\C(=O)Nc1ccc(N2CCN(c3ccc(Cl)c(Cl)c3)CC2)cc1 ?
LMNA splice mod: 32%[46 µM]; Luc counter: -9%; IMPase Li cell: 14%; Epigenetic reg: 0.1%; CBFb-RUNX1 inh: -9%; HttQ103 aggreg: 21%[9.22 µM]; NPSR antagonist: inconclusive

How did Cc1ccc(O)c(C2=NOC(O)(C(F)(F)F)C2)c1 (configuration not stated) do in these assays?
LMNA splice mod: 0%; Luc counter: 1%; IMPase Li cell: -1%[38.3 µM]; Epigenetic reg: 2.7%; CBFb-RUNX1 inh: 8%; HttQ103 aggreg: -7%; NPSR antagonist: 1%[46.1 µM]

How did COc1ccc(C2=NNC(c3cccs3)=Nc3ccc(OC)cc32)cc1 do in these assays?
LMNA splice mod: -2%; Luc counter: 0%; IMPase Li cell: 17%; Epigenetic reg: -1.2%; CBFb-RUNX1 inh: inconclusive; HttQ103 aggreg: -22%; NPSR antagonist: -21%[46.1 µM]

Results for NC(=S)N/N=C/c1ccc(-c2cc(Cl)c(Cl)cc2Cl)o1 ?
LMNA splice mod: inconclusive; Luc counter: 2%; IMPase Li cell: -14%; Epigenetic reg: 8.5%; CBFb-RUNX1 inh: -13%; HttQ103 aggreg: 9%[9.22 µM]; NPSR antagonist: 36%

Results for Cc1cccc(-n2nc3c(c2NC(=O)c2ccco2)CS(=O)(=O)C3)c1C ?
Luc counter: 4%; IMPase Li cell: 1%; Epigenetic reg: 0.1%; CBFb-RUNX1 inh: 8%; HttQ103 aggreg: 7%; NPSR antagonist: -3%

What do the screens show for `COCCNc1ncnc2c1[nH]c1ccccc12`?
Epigenetic reg: 1.6%; CBFb-RUNX1 inh: 0%; HttQ103 aggreg: -11%[9.22 µM]; NPSR antagonist: -15%

Results for Nn1cnnc1N/N=C/c1ccc(Cl)c([N+](=O)[O-])c1 ?
Luc counter: -2%; IMPase Li cell: 4%; Epigenetic reg: -6.8%; CBFb-RUNX1 inh: -7%; HttQ103 aggreg: 6%; NPSR antagonist: 15%

How did O=S(=O)(c1cccs1)N1CCN(c2ccccn2)CC1 do in these assays?
LMNA splice mod: -13%; Luc counter: 1%; IMPase Li cell: 12%; Epigenetic reg: -0.8%; CBFb-RUNX1 inh: 5%; HttQ103 aggreg: 0%; NPSR antagonist: -2%[46.1 µM]

Results for COc1cccc(C(=O)c2cc3ccc(O)cc3oc2=O)c1 ?
LMNA splice mod: inconclusive; Epigenetic reg: 0.0%; CBFb-RUNX1 inh: 1%; HttQ103 aggreg: 7%; NPSR antagonist: -15%[46.1 µM]

How did CC(C)(C)c1ccccc1NC(=O)c1ccc2c(c1)SC1=NS(=O)(=O)CCN12 do in these assays?
Epigenetic reg: 4.3%; CBFb-RUNX1 inh: -5%; HttQ103 aggreg: 1%[9.22 µM]; NPSR antagonist: -10%

Source: PubChem (National Center for Advancing Translational Sciences (NCATS))
